Screening data (PubChem BioAssay)
uPA generation: qHTS for Inhibitors of Cell Surface uPA Generation | cell surface uPA generation assay, qHTS | Potency, µM (top dose mostly 38.3 µM), for the others: at the highest dose activity change, negative = inhibition, usual class: inhibitors | actives 0.31% (n = 330,000) | AID 540303, 2011; active = well fitted inhibition curve with a large enough effect; inconclusive = small, poorly fitted or top-dose-only effect; inactive = no such curve, though single readings can be large or run the other way; tested in mouse RAW 264.7 cells; note: % is set by controls: 0 for no effect and ±100 for the full control effect; nearly all actives have a fitted effect of over 55% in size
NPC1 prom act: qHTS Assay for NPC1 Promoter Activators | actives 2.4% (n = 320,000) | Huh7 NPC1 promoter luciferase reporter, 24 h | Potency, µM (doses to about 9.22 µM), for inactives: at the top dose activation, usual class: activators | AID 485313, 2010;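 note: % of control where 0% means no effect; nearly all actives have a fitted effect of over 60% in size; reporter is driven by a mutant NPC1 promoter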
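Luminescence read-out of NPC1 promoter-driven luciferase in stably transfected Huh7 cells; compounds delivered in DMSO and left 24 h at 37C, 5% CO2, qHTS titration format.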
ELG1 genotox: qHTS screen for small molecules that induce genotoxicity in human embryonic kidney (HEK293T) cells expressing luciferase-tagged ELG1; actives 1.3% (n = 330,000); AID 504466, 2011; HEK293T ELG1-luciferase reporter, luminescence, 16 h; Potency, µM (doses to about 46 µM), without a hit: at the highest dose activity change, positive = activation, hits mostly activators; note: % of control where 0% means no effect; nearly all actives have a fitted effect of over 60% in size
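Quantitative HTS format in 1536-well plates. HEK293T ELG1-luciferase reporter cells receive test compound and are incubated 16 hr at 37 °C, 5% CO2; ONE-Glo added, 30 min room temperature, then luminescence read.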
VP16 counter: VP16 counterscreen qHTS for inhibitors of ROR gamma transcriptional activity; Drosophila S2 Gal4-VP16 UAS-luciferase, luminescence, 20 h; Potency, µM (titrated, usually from 53.6 µM), without a hit: at the highest dose activity, negative = inhibition, usual class: inhibitors; actives 3.5% (n = 310,000);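 note: Gal4-VP16 expression switched on by copper sulfate through the metallothionein promoter; % is set by controls: 0 for no effect and ±100 for the full control effect; nearly all actives have a fitted effect of over 50% in size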
Rab9 promoter act: qHTS Assay for Rab9 Promoter Activators; Huh7 Rab9 promoter-luciferase reporter, luminescence, 24 h; actives 2.8% (n = 320,000); Potency, µM (highest dose often 9.22 µM), inactives show top-dose activation, negative = inhibition, most hits filed as activators; note: % of control where 0% means no effect; nearly all actives have a fitted effect of over 60% in size
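Cells were plated at 1500 per well in reduced-serum medium with 10% FBS and left 2 h. Compound in DMSO was then added for 24 h at 37 °C. Reporter signal was read by luminescence after 10 min with luciferase detection reagent.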
MLL CXXC-DNA inh: qHTS Fluorescence Polarization Assay for Inhibitors of MLL CXXC domain - DNA interaction | Histone-lysine N-methyltransferase 2A (Homo sapiens), Q03164 | MLL-CXXC / FITC-HOXA9 DNA fluorescence polarization | Potency, µM (doses to about 115 µM), inactives show at the top dose activity change, negative = inhibition, hits mostly inhibitors | actives 0.037% (n = 290,000); active = well fitted inhibition curve with a large enough effect in the polarisation, with a control signal flat, not every such curve was filed as active; inconclusive = small, poorly fitted or top-dose-only effect, or effect the other way, or a change in a side signal; inactive = no such curve, though single readings can be large or run the other way; the % refers to the polarisation
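Purified MLL-CXXC (added from a 7 uM solution) was preincubated 5 min at ambient with pinned compounds in 50 mM Tris-HCl pH 7.5, 50 mM NaCl, 1 mM DTT, 0.05% BSA. Fluorescein-labeled HOX-A9 DNA (50 nM solution) followed, 30 min, then polarization read.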
p53 reactivation: qHTS assay for re-activators of p53 using a Luc reporter; H1299 p53-A138V BP100-luciferase reporter, luminescence, 24 h; Potency, µM (doses to about 92.2 µM), without a hit: at the highest dose activity change, positive = activation, usual class: activators; actives 0.063% (n = 320,000); AID 504706, 2011; note: % of control where 0% means no effect; nearly all actives have a fitted effect of over 45% in size
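p53-null H1299 cells stably carrying temperature-sensitive p53-A138V and a BP100-luciferase reporter were pinned with compounds (4-point, 1:5 series) and held 24 hrs at 37 deg C. Luminescence was read 10 min after detection reagent.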
MBNL1-CUG inh: qHTS Assay for Inhibitors of MBNL1-poly(CUG) RNA binding; TR-FRET MBNL1-His/biotin-(CUG)12 binding, 665/545 ratio; Potency, µM (top dose mostly 57.5 µM), inactives show at the top dose activity change, negative = inhibition, actives largely listed as inhibitors; AID 2675, 2010; actives 0.036% (n = 280,000); Muscleblind-like protein 1 (Homo sapiens), Q9NR56; active = well fitted inhibition curve with a large enough effect in the signal ratio, with a control signal flat, not every such curve was filed as active; inconclusive = small, poorly fitted or top-dose-only effect, or effect the other way, or a change in a side signal; inactive = no such curve, though single readings can be large or run the other way; the % refers to the signal ratio; note: % is set by controls: 0 for no effect and ±100 for the full control effect
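TR-FRET between His-tagged MBNL1 and biotin-(CUG)12 RNA, detected with Tb anti-His antibody (0.055 ng/ul) and streptavidin-XL665 (5 nM), 60 min at room temperature. Compounds titrated 92 nM to 58 uM; 665/545 nm ratio normalized to buffer and complex controls.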
RORg inh: qHTS for inhibitors of ROR gamma transcriptional activity. Drosophila S2 Gal4-RORgamma UAS-luciferase reporter, 20 h. Potency, µM (series often up to 53.6 µM), inactives show at the highest dose activity change, negative = inhibition, most hits filed as inhibitors. actives 5.4% (n = 310,000). AID 2551, 2010; note: % is set by controls: 0 for no effect and ±100 for the full control effect; nearly all actives have a fitted effect of over 60% in size
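Compounds are pin-transferred onto Drosophila Schneider cells expressing a copper-inducible Gal4–ROR gamma transactivation domain fusion. After 1 hr, copper sulfate is added to 700 uM final; luciferase is read 20 hr later.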
FLuc counter: qHTS profiling assay for firefly luciferase inhibitor/activator using purifed enzyme and Km concentrations of substrates (counterscreen for miR-21 project); actives 6.9% (n = 360,000); purified FLuc, Km substrates, luminescence inhibition; AID 588342, 2011; Luciferin 4-monooxygenase (Photinus pyralis), P08659; Potency, µM (series often up to 57.5 µM), for the others: top-dose activity change, negative = inhibition, actives largely listed as inhibitors;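 note: plate controls were vehicle for no effect and reference inhibitor for full effect; nearly all actives have a fitted effect of over 55% in size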
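Biochemical qHTS of compounds, final roughly 60 µM downward over six points, against 10 nM purified firefly luciferase using Km concentrations of substrates (10 uM D-luciferin, 10 uM ATP) in Tris acetate pH 7.5 buffer; luminescence output.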
BRCA1 expr up: qHTS Assay to Identify Small Molecule Activators of BRCA1 Expression | MCF7-BRCA1-FFLuc reporter, luminescence, 48 h; response scale: scaled: vehicle 0%, 10 µM genistein 100% | Potency, µM (highest dose often 46.1 µM), for the others: top-dose activation, hits mostly activators | actives 1.1% (n = 380,000) | AID 624202, 2012; note: nearly all actives have a fitted effect of over 80% in size; some results filed as inactive show a strong effect at the top dose
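Cells: MCF7-BRCA1-FFLuc, 2000/well. Exposure: 48 h, 37 °C, 5% CO2. Read: luminescence, 15 min post-substrate. Controls: genistein 10 microM (maximal activation), DMSO (neutral).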
* = called active by the depositor; ? = inconclusive; · = no result given; [ ] = remark or other dose. Unless noted, calls come from the whole dose curve; as a rule, active = well fitted curve in the direction sought with a large enough effect; inconclusive = small, poorly fitted or top-dose-only effect, or another doubt; inactive = no such curve, though single readings can be large; an effect the other way counts as inactive or inconclusive. Potency is the fitted concentration of half-maximal effect. Not all compounds are listed; rates above refer to the full screens.

SMILES	uPA generation	NPC1 prom act	ELG1 genotox	VP16 counter	Rab9 promoter act	MLL CXXC-DNA inh	p53 reactivation	MBNL1-CUG inh	RORg inh	FLuc counter	BRCA1 expr up
Cc1cccc(C)c1NC(=O)C1CCCN1C(=O)NCc1ccccc1 (configuration not stated)	2%	2%	-4%	4%	2%	12%	6%	-1%	-32%	-1%	-1%
O=c1c2[nH]c3cccc(Cl)c3c2ncn1CC1CCCO1 (configuration not stated)	0%	17%	?	19%	25%	0%	2%	-2%	14%	?	-5%
COc1cc(CC(=O)OCC(=O)Nc2cc(S(=O)(=O)N3CCCC3)ccc2Cl)cc(OC)c1OC	0%	0%	2%	-11%	-2%	3%	-4%	-8%	?	-7%	12%[1.84 µM]
CC(NC(=O)C1CCN(S(=O)(=O)c2ccc3nc4c(c(C(=O)O)c3c2)CCCC4)CC1)c1ccccc1 (configuration not stated)	1%	-8%	1%	-3%	-3%	-1%	7%	10%	2%	0%	3%
CCN1CCN(S(=O)(=O)c2cccc([N+](=O)[O-])c2)CC1	-1%	2%	0%	-2%	-6%	0%	16%	?	-14%	-2%	1%
C#Cc1cccc(C(=O)N2CCCC(Nc3cccc(F)c3)C2)c1 (configuration not stated)	-8%	-7%	-4%	6%	2%	-11%	-15%	-5%	5%	-7%	0%
O=C(COC(=O)c1ccc(S(=O)(=O)N2CCCC2)cc1)Nc1cccc(Cl)c1	8%	-11%	-2%	·	-2%	·	-3%	·	·	·	6%
COc1ccc(N2CS(=O)(=O)/C(=C/N(C)C)C2=O)cc1	-4%	?	?	-8%	?	0%	?	-5%	-5%	?	?
N#CC(C(=O)c1ccc(S(=O)(=O)N2CCCCCC2)cc1)c1nc2ccccc2[nH]1 (configuration not stated)	9%	9%	2%	?	6%	-22%	13%	-3%	13µM*	-13%	-27%
CCCCCN(C(=O)CCC(=O)OCC(=O)c1ccc(C(C)CC)cc1)c1c(N)n(CCCC)c(=O)[nH]c1=O (configuration not stated)	-5%	-3%	-4%	·	15%	·	0%	·	·	?	-58%
N=c1n(CCN2CCCCC2)c2ccccc2n1CC(O)c1ccc(Cl)c(Cl)c1 (configuration not stated)	?	-1%	-4%	?	-9%	?	-11%	-3%	-74%	1%	-64%
Cc1cccc(NC(=S)NC(=O)/C=C/c2ccco2)n1	-4%	?	?	?	3.5µM*	-1%	?	18%	10µM*	?	16%
CCc1sc(N(C(=O)Cc2ccccc2)c2ccccc2F)nc1-c1ccc(C)cc1	-9%	1%	-1%	7%	-3%	13%	-20%	?	6%	2%	-3%
COc1ccc(OC)c(Nc2cc(C(=O)NCCCN3CCOCC3)c3ccccc3n2)c1	4%	0%	-10%	-8%	14%	-9%	-12%	-2%	-13%	-3%	-35%
O=C1c2cccnc2C(Nc2ccc(F)c(Cl)c2)N1Cc1cccs1 (configuration not stated)	-6%	-7%	0%	9%	-5%	-5%	-3%	-28%	19%	?	-5%
CCOc1ccc(OCCC(=O)Nc2ccc(F)cc2C)cc1	-12%	-6%	-15%	-14%[10 µM]	-3%	10%	1%	-7%	?	-8%	-25%
COC(=O)c1oc2ccccc2c1NC(=O)/C=C/C(=O)O	2%	0%	-2%	0%	-6%	-18%	4%	11%	16%	3%	-6%
COc1ccc(C(=O)NCc2nnc(SCC(=O)NC3CCCC3)o2)cc1	0%	0%	1%[9.26 µM]	-10%	-4%	-12%	-1%	-7%	-8%	0%	-13%
CCS(=O)(=O)Nc1ccc(-c2nc3cccnc3s2)cc1	?	0.79µM*	?	-25%	0.71µM*	-2%	7%	4%	?	1.7µM*	77%
CCN1C(=O)/C(=C/c2nc3ccccc3c(=O)[nH]2)c2ccccc21	-1%	-1%	?	20%	-1%	-4%	1%	·	22%	?	-9%
Cc1cc(F)c(F)c(C(=O)NC2CC2)c1Cl	-5%	-2%	-4%	-1%	-2%	-5%	-6%	-6%	-25%	0%	1%
C=CCn1c(SCC(=O)Nc2cc(C)on2)nc2sc(CC)cc2c1=O	3%	-1%	11%	-5%	-2%	30%	4%	-1%	-10%	0%	-3%
COc1ccc(C(=O)Nc2cccc3c2CCCC3)cc1OC	-7%	-10%	1%	-8%	-1%	-6%	-1%	4%	-5%	4%	-7%
CC(=O)Nc1ccc(S(=O)(=O)NC2CCSc3ccccc32)cc1 (configuration not stated)	1%	1%	-1%	-1%	-7%	-7%	-3%	0%	23%	4%	-25%
Cc1cccc(C(=O)N2CCN(CCNC(=O)C(=O)Nc3ccc(F)cc3)CC2)c1	-4%	-1%	-1%	18%	-3%	-13%	6%	-2%	1%	7%	-6%
O=C(O)Cn1cc(/C=C2/NC(=O)N(c3ccc(Cl)cc3)C2=O)c2ccccc21	-4%	-2%	-8%	-6%	1%	-12%	3%	?	1%	?	-1%
CC(C)Cn1c(-c2ccco2)n[nH]c1=S	·	-3%	-1%	?	16%	-13%	-2%	4%	10µM*	-1%	-1%
CSc1ncnc2sc(C)c(C)c12	-8%	0%	12%	11%	1%	5%	-1%	-4%	?	-12%	-17%
O=C(CSc1nc2ncccc2[nH]1)Nc1c(F)cc(F)cc1Br	-9%	0%	-6%	5%	-2%	-3%	4%	-6%	5%	2%	-9%
O=C1NC(c2ccccc2)=C(c2ccc3ccccc3n2)C(c2ccc(F)cc2)N1 (configuration not stated)	-5%	1%	-5%	5%	-1%	2%	-13%	-2%	12%	0%	-50%
CC(C)C(=O)Nc1cccc(-c2nc3ccccc3o2)c1	3%	-1%	?	23%	3%	16%	14%	-4%	1%	-13%	71%
O=C(Nc1cccc(-c2nc3ccccc3s2)c1)c1cc(-n2cnnc2)ccc1Cl	?	28%	0%	-5%	20%	-15%	26%	2%	5%	6.7µM*	-20%
COc1ccc(NC(=O)C2(c3ccc(NC(=O)c4ccc(OC(C)=O)cc4)cc3)CCCC2)cc1	·	-3%	2%	-9%	-1%	43%[activator]	-2%	-4%	-19%	2%	2%
c1ccc(-c2cc3ccccc3nc2N2CCCC2)cc1	2%	-1%	-3%	-17%	-6%	10%	7%	4%	27%	-2%	-2%
CC(=O)COc1ncnc2c(Cl)cc(Cl)cc12	-2%	-6%	4%	10%	-2%	-1%	23%	2%	9%	-10%	-6%

Arranged by SMILES length (lowest first): part of the list above.
SMILES	uPA generation	NPC1 prom act	ELG1 genotox	VP16 counter	Rab9 promoter act	MLL CXXC-DNA inh	p53 reactivation	MBNL1-CUG inh	RORg inh	FLuc counter	BRCA1 expr up
CSc1ncnc2sc(C)c(C)c12	-8%	0%	12%	11%	1%	5%	-1%	-4%	?	-12%	-17%
c1ccc(-c2cc3ccccc3nc2N2CCCC2)cc1	2%	-1%	-3%	-17%	-6%	10%	7%	4%	27%	-2%	-2%
O=C1NC(c2ccccc2)=C(c2ccc3ccccc3n2)C(c2ccc(F)cc2)N1 (configuration not stated)	-5%	1%	-5%	5%	-1%	2%	-13%	-2%	12%	0%	-50%
O=C(O)Cn1cc(/C=C2/NC(=O)N(c3ccc(Cl)cc3)C2=O)c2ccccc21	-4%	-2%	-8%	-6%	1%	-12%	3%	?	1%	?	-1%

Three compounds out of the list above, arranged by their value in NPC1 prom act, smallest number first.
SMILES	uPA generation	NPC1 prom act	Rab9 promoter act	MLL CXXC-DNA inh	p53 reactivation	RORg inh	BRCA1 expr up
CC(=O)COc1ncnc2c(Cl)cc(Cl)cc12	-2%	-6%	-2%	-1%	23%	9%	-6%
CC(C)Cn1c(-c2ccco2)n[nH]c1=S	·	-3%	16%	-13%	-2%	10µM*	-1%
CC(C)C(=O)Nc1cccc(-c2nc3ccccc3o2)c1	3%	-1%	3%	16%	14%	1%	71%
